Screening results from PubChem BioAssay.
POLI inh: qHTS for Inhibitors of Polymerase Iota. DNA polymerase iota (Homo sapiens), Q9UNA4. Pol iota fluorescent replication assay, 10 min. Potency, µM (doses to about 115 µM), for the others: at the top dose activity, negative = inhibition, hits mostly inhibitors. actives 1% (n = 390,000)
Target sequence (Q9UNA4 whole entry, looked up): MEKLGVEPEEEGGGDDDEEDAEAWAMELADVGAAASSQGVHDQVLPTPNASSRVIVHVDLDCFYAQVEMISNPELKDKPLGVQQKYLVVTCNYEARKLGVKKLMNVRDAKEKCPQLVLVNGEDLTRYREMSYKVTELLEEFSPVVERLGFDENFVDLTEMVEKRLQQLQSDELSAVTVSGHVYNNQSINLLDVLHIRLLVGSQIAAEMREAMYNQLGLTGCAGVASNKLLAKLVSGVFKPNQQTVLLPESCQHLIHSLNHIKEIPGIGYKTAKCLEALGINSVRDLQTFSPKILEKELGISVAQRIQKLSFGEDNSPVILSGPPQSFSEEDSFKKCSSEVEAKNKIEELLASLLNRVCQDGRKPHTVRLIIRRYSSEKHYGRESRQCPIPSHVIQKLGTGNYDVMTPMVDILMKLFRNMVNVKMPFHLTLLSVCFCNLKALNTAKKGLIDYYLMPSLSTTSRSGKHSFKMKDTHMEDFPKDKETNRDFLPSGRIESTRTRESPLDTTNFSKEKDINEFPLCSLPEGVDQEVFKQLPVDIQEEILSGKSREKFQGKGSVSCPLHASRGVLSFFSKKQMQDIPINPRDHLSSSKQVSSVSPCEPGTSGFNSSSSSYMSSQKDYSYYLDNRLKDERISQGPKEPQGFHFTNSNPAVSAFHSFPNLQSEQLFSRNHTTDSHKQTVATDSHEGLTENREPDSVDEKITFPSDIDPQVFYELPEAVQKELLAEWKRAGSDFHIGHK
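Fluorescent replication assay read twice, at 0 min and 10 min after adding 50 nM (final) substrate. Enzyme (10 nM) and compounds were first incubated 15 min at room temperature; enzyme-free buffer wells were negative controls.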
POLK inh: qHTS for Inhibitors of Polymerase Kappa; Potency, µM (series often up to 107 µM), for inactives: at the top dose activity, negative = inhibition, most hits filed as inhibitors; AID 588579, 2011; actives 0.53% (n = 400,000); purified Pol kappa, fluorescent DNA synthesis assay, 10 min; DNA polymerase kappa (Homo sapiens), Q9UBT6; further: on the % scale 0 is the no-effect control and ±100 the full control effect
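Activity was followed as the change in fluorescence between reads at 0 and 10 min after starting the reaction with 50 nM substrate. Beforehand, 10 nM polymerase had been preincubated with compound for 15 min at room temperature.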
BLM helicase inh: qHTS Assay for Inhibitors of Bloom's syndrome helicase (BLM); recombinant BLM DNA unwinding, fluorescence dequenching; Potency, µM (series often up to 56.1 µM), for the others: at the highest dose activity change, negative = inhibition, most hits filed as inhibitors; actives 0.2% (n = 350,000); RecQ-like DNA helicase BLM (Homo sapiens), P54132;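 further: plate controls were vehicle for no effect and no enzyme for full effect; nearly all actives have a fitted effect of over 35% in size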
BAZ2B block: qHTS Assay for Inhibitors of BAZ2B. Bromodomain adjacent to zinc finger domain protein 2B (Homo sapiens), Q9UIF8. AlphaScreen BAZ2B-H3K14Ac peptide displacement. Potency, µM (series often up to 114 µM), inactives show at the highest dose activity change, negative = inhibition, hits mostly inhibitors. actives 4.4% (n = 360,000). AID 504333, 2011; further: on the % scale 0 is the no-effect control and ±100 the full control effect; nearly all actives have a fitted effect of over 60% in size
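BAZ2B (50 nM) with biotin-H3(5-23)K14Ac peptide (50 nM) in PBS pH 7.4, 0.01% Tween-20, preformed 30 min, then compound 30 min at room temperature; top concentration 110uM. AlphaScreen streptavidin donor/nickel chelate acceptor beads (10 ug/mL final), 20 min dark, signal read.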
G9a inh: qHTS Assay for Inhibitors of Histone Lysine Methyltransferase G9a. G9a H3K9 monomethylation, AlphaScreen, 2 h. Histone-lysine N-methyltransferase EHMT2 (Homo sapiens), Q96KQ7. actives 8.8% (n = 350,000). Potency, µM (doses to about 102 µM), for the others: at the highest dose activity, negative = inhibition, actives largely listed as inhibitors. AID 504332, 2011; further: on the % scale 0 is the no-effect control and ±100 the full control effect; nearly all actives have a fitted effect of over 75% in size
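Quantitative HTS format: methyltransferase activity on a biotin-tagged H3K9 peptide is measured by AlphaScreen, using a rabbit anti-monomethyl-H3K9 antibody with streptavidin donor and anti-IgG acceptor beads. Final levels are 20 nM enzyme, 500 nM peptide, 20 uM SAM; 2 h RT.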
APEX1 inh: qHTS Assay for Inhibitors of the Human Apurinic/apyrimidinic Endonuclease 1 (APE1). DNA repair nuclease/redox regulator APEX1 (Homo sapiens), P27695. actives 0.35% (n = 350,000). Potency, µM (top dose mostly 65.8 µM), inactives show at the highest dose activity change, negative = inhibition, most hits filed as inhibitors. recombinant APE1, TAMRA/BHQ-2 abasic DNA cleavage fluorescence;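 further: plate controls were vehicle for no effect and reference inhibitor for full effect; nearly all actives have a fitted effect of over 55% in size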
Target sequence (P27695 whole entry, looked up): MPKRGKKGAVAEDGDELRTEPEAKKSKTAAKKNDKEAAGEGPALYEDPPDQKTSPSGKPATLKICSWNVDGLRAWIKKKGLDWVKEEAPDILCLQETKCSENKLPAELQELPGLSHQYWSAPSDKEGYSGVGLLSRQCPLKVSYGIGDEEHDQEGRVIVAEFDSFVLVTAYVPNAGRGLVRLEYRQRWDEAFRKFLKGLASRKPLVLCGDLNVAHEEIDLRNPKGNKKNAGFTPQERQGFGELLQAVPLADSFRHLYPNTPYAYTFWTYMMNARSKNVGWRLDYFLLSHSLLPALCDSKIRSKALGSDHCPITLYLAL
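0.75 nM APE1 + cpd, 15 min RT; start w/ 50 nM TAMRA/BHQ-2 THF-abasic dsDNA; kinetic fluor 525/598 nm ×3 reads @60 s; Δ(read3−read1); normalized to DMSO and NSC13755 control wells.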
Pol eta inh: qHTS for Inhibitors of Polymerase Eta; Potency, µM (top dose mostly 114 µM), for the others: at the top dose activity change, negative = inhibition, actives largely listed as inhibitors; actives 1.2% (n = 390,000); recombinant Pol eta, fluorescent DNA replication assay; further: on the % scale 0 is the no-effect control and ±100 the full control effect
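Pol eta at 10 nM preincubated with compounds 15 min at room temperature; reaction started with fluorescent substrate (50 nM final) and read kinetically at 0 and 10 min.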
JMJD2A Tudor: qHTS Assay for Inhibitors of JMJD2A-Tudor Domain | Lysine-specific demethylase 4A (Homo sapiens), O75164 | AlphaScreen JMJD2A-Tudor / H3K4me3 peptide binding | Potency, µM (top dose mostly 114 µM), for the others: top-dose activity change, negative = inhibition, hits mostly inhibitors | actives 4.4% (n = 390,000); further: on the % scale 0 is the no-effect control and ±100 the full control effect; nearly all actives have a fitted effect of over 50% in size
POLB inh: qHTS Assay for Inhibitors of DNA Polymerase Beta; actives 1.3% (n = 340,000); Potency, µM (doses to about 114 µM), for inactives: at the top dose activity change, negative = inhibition, hits mostly inhibitors; AID 485314, 2010; Pol beta primer extension/strand displacement, fluorescence kinetic; P06746; further: on the % scale 0 is the no-effect control and ±100 the full control effect
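Curves were derived by four-parameter Hill fits of normalized qHTS data. The kinetic fluorescent primer-extension read was taken at 0 and 10 min after 50 nM substrate, following a 15 min room-temperature preincubation of 10 nM enzyme with compounds.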
* marks the source's active call; other numbers are inactive results; ? = inconclusive; . = not tested or not shown; & = joins results of further samples; [ ] = another dose, or the depositor's remark. The call rests on the fitted dose curve; in most records, active means well fitted curve in the direction sought with a large enough effect; inconclusive means small, poorly fitted or top-dose-only effect, or another doubt; inactive means no such curve, though single readings can be large; an effect the other way counts as inactive or inconclusive. Potency means the concentration at half of the fitted maximal effect. Only part of the results is shown. The share of hits here may be higher or lower than overall.

SMILES	POLI inh	POLK inh	BLM helicase inh	BAZ2B block	G9a inh	APEX1 inh	Pol eta inh	JMJD2A Tudor	POLB inh
CCn1c(=O)cc(SCC(=O)NCc2ccc3c(c2)OCO3)c2ccccc21	0%	-3%	2%	-1%	-2%	-2%	-7%	-5%	2%
CCCC(=O)N(CCN(Cc1ccccc1)C(=O)CCC)Cc1ccccc1	5%	-3%	-4%	4%[57.1 µM]	-7%[12.7 µM]	13%	-18%	7%	-5%
O=C(CN(Cc1ccco1)C(=O)c1ccc(F)cc1)Nc1ccccc1Br	49%[activator]	-6%	.	.	.	19%	-2%	-18%	.
CC(C)n1c(N2CCN(CC(=O)Nc3ccc4c(c3)OCCO4)CC2)nc2ccccc21	0%	-5%	-3%	-15%	-46%	19%	-15%	-15%	4%
COc1cccc(NC(=O)Cn2c(=O)n(Cc3nc(-c4ccccc4)no3)c(=O)c3ccccc32)c1	15%	-9%	-2%	-2%	1%[59 µM]	.	-19%	1%	3%
CCCN(CC(=O)Nc1ccccc1C)C(=O)c1ccc(C)c(S(=O)(=O)N2CCCCC2)c1	-24%	-1%	.	6%	5%	2%	-22%	-10%	.
Cc1ccc(Nc2cc(C)nc3ccc(C)cc23)cc1	-11%	-6%	4%	4%	.	15%	-4%	-16%	14%
Cc1ccc(NC(=O)/C(=C\c2cccs2)NC(=O)c2ccccc2)cc1	143%[activator]	-6%	-3%	-1%	-2%[59 µM]	-1%	-21%	5%	20%
CCc1noc(C)c1C(=O)N1CCN(S(=O)(=O)c2ccc(C(C)=O)cc2)CC1	31%[activator]	-20%	.	11%	40µM*	5%	-4%	-10%	.
O=C(c1cccc(S(=O)(=O)Nc2cccc(C(F)(F)F)c2)c1)N1CCCCC1	9%	-9%	-1%	4%	?	1%	-7%	-14%	-4%[57.1 µM]
Clc1ccc2[nH]cc(-c3nnnn3-c3ccc4ccccc4c3)c2c1	-33%	-18%	-8%	6%	10%[12.7 µM]	-7%	3%	-20%	?
CCc1ccc(NC(=O)C(C)Sc2nnc(CN3CCCC3)o2)cc1 (stereo not given)	-2%	4%	.	-24%	9%[2.33 µM]	21%	6%	-19%	.
Cc1cc(/C=C(/C#N)c2nc3ccccc3[nH]2)c(C)n1-c1ccccc1C(=O)O	11µM*	?	11%	50µM*	32µM*	?	18µM*	-35%	20µM*
O=c1c2sc3ccccc3c2n(Cc2ccccc2Cl)c(=O)n1Cc1ccccc1	-12%	-10%	-2%	-1%	-1%[59 µM]	.	0%	-28%	2%
Cc1cc(=S)[nH]c(=S)[nH]1	-3%	-11%	-3%	-6%	.	1%	35%[activator]	-15%[11.4 µM]	-11%
Cc1nc2cnc(Oc3cccc(Cl)c3)nc2n(C[C@H]2CCCO2)c1=O	.	0%[60.1 µM]	1%	.	-22%[12.7 µM]	0%	.	.	.
CC(C)C(=O)Nc1nnc(SCC(=O)N2C(C)CCCC2C)s1 (stereo not given)	18%	-2%	-11%	-12%	79µM*	-5%	1%	-12%	9%
COC(=O)COc1ccc2c(c1)O/C(=C\c1ccco1)C2=O	?	-26%	-16%	?	25µM*	-16%	?	?	32µM*
CC(C)(C)NC(=O)c1cccc2c1-c1ccccc1C2=O	-5%	-5%	-7%	8%	16%	-4%	-8%	-23%	-2%
O=S(=O)(c1ccc2nc(Nc3ccc(Br)cc3F)ccc2c1)N1CCCCC1	1%	11%	-13%	9%	0%[59 µM]	.	-15%	-4%	18%

Pulled one by one from above, 5 records:
SMILES	POLI inh	POLK inh	BLM helicase inh	BAZ2B block	G9a inh	APEX1 inh	Pol eta inh	JMJD2A Tudor	POLB inh
CCCN(CC(=O)Nc1ccccc1C)C(=O)c1ccc(C)c(S(=O)(=O)N2CCCCC2)c1	-24%	-1%	.	6%	5%	2%	-22%	-10%	.
CCc1ccc(NC(=O)C(C)Sc2nnc(CN3CCCC3)o2)cc1 (stereo not given)	-2%	4%	.	-24%	9%[2.33 µM]	21%	6%	-19%	.
O=C(CN(Cc1ccco1)C(=O)c1ccc(F)cc1)Nc1ccccc1Br	49%[activator]	-6%	.	.	.	19%	-2%	-18%	.
CC(C)n1c(N2CCN(CC(=O)Nc3ccc4c(c3)OCCO4)CC2)nc2ccccc21	0%	-5%	-3%	-15%	-46%	19%	-15%	-15%	4%
CCc1noc(C)c1C(=O)N1CCN(S(=O)(=O)c2ccc(C(C)=O)cc2)CC1	31%[activator]	-20%	.	11%	40µM*	5%	-4%	-10%	.

Next records.
SMILES	POLI inh	POLK inh	BLM helicase inh	BAZ2B block	G9a inh	APEX1 inh	Pol eta inh	JMJD2A Tudor	POLB inh
CCN(CC)C(=O)Cn1c(SCC(=O)Nc2ccc(C)c(C)c2)nc2ccccc21	4%	-3%[60.1 µM]	-1%	10%	23%[59 µM]	.	-13%	0%	-10%
CN1N=C(C(=O)NC2CCCc3c2cnn3-c2ccc(F)cc2F)CCC1=O (stereo not given)	13%	1%	-6%	-10%	10%	28%	-3%	-3%	8%
COC(=O)c1c(C)[nH]c(C(=O)/C=C/c2ccc(C)cc2)c1C	?	-5%	-5%	-9%	-5%	1%	5%	-13%	0%
Cc1cc(=O)oc2c3c(cc(OCC(=O)NCCCn4ccnc4)c12)OC(C)(C)CC3	8%	1%	0%	?	7%[12.7 µM]	53%[activator]	-13%	-25%	10%
O=C1/C(=C/c2cccc(F)c2)CSc2sccc21	-6%	-12%	-5%	-2%	18%[59 µM]	-3%	-4%	28%	8%
CC(=O)c1c(C)[nH]c(-c2ccccc2)nc1=S	17%	-7%	-1%	-36%	3.5µM*	6%	-23%	-3%	-10%
O=C(N/N=C\c1ccccc1)c1cccc(C(=O)N/N=C\c2ccccc2)n1	56%[activator]	3%	.	.	.	.	-3%	-18%	.
CC(C)Oc1ccc2c3c(c(=O)oc2c1)CCC3	3%	-4%	3%	19%	4%	-1%	-16%	8%	-22%
Oc1ccc(-c2ccccc2)cc1CN1CCCCCC1	17%	-5%	3%	5%	-2%[2.33 µM]	-9%	-9%	-11%	2%
O=C(CN1C(=O)c2cccc3cccc(c23)C1=O)N1CCCCCC1	5%[58.9 µM]	-4%	1%	-9%	.	13%	-1%	-3%	27%
CC(=O)/C(=C\Nc1ccc(OCc2ccccc2)cc1)c1ccccc1	14%	-2%	-2%	8%	18%[59 µM]	20%	-16%	-5%	-22%
Cc1cccc(NC(=O)CSc2nncn2-c2ccccn2)c1	86%[activator]	-10%	-2%	-13%	33%[59 µM]	4%	-11%	-19%	5%
COc1ccc(OC)c(NC(=O)C2C3CCC(C3=C(C)C)C2C(=O)O)c1 (stereo not given)	?	-22%	-2%	-26%	8.9µM*	0%	2%	?	-16%
O=C(Nc1ccccc1)c1ccc(-n2cnnn2)cc1	-13%	-7%	3%	-33%	51%[activator]	52%[activator]	-8%	-4%	-8%
CCOc1ccc(S(=O)(=O)N2Cc3ccccc3CC2C(=O)Nc2ccc(NC(C)=O)cc2)cc1 (stereo not given)	-22%	-24%	-4%	-34%	-40%[59 µM]	.	-12%	-35%	0%
O=C1CCN(CCc2ccccc2)CCN1CCSc1ccccc1	12%&55%	14%&13%	-2%	-8%	.	6%	-9%	-20%	-1%
O=C(N/N=C/c1ccc(COc2ccc(Br)cc2)o1)c1ccc2c(c1)OCO2	2%	13%	-5%	-38%	-6%	-7%	-14%	-33%	1%
CCOC(=O)N1CCN(C(=O)C(C)N(c2ccc(Oc3ccccc3)cc2)S(C)(=O)=O)CC1 (stereo not given)	2%	-19%	-4%	-5%	?	2%	-8%	-2%	0%
CCOC(=O)C1=CNS(=O)(=O)NC1c1ccc(C#N)cc1 (stereo not given)	5%	-9%	.	.	.	-3%	-5%	-10%	.
Cc1cc(/C=N/n2cnnc2)c(C)n1-c1ccc(OCc2ccc(Cl)cc2)cc1	-1%	-14%	-17%	79µM*	40µM*	-2%	-18%	45µM*	-1%
[O-][N+]1=c2ccc(Nc3ccccc3)cc2=NC12CCCCC2	-11%	-13%	-6%	20µM*	.	-3%	?	40µM*	?
O=C(NCc1ccc(Cl)cc1)C1CCC(=O)N(C2CC2)C1 (stereo not given)	9%	-9%	-1%	-5%[57.1 µM]	27%	2%	0%	-17%	3%
COc1cccc(N2C(=O)c3cccnc3C2O)c1 (stereo not given)	8%	2%	-6%	-24%	-13%	33%	-5%	-10%	28%
O=C(NCc1ccco1)c1nn2c(C(F)(F)F)cc(-c3cccs3)nc2c1Br	5%	-10%	?	?	50µM*	-11%	-15%	-26%	89µM*
Cc1cc(C)cc(Oc2c(C(F)(F)F)oc3c(CN4CCCC(C)C4)c(O)ccc3c2=O)c1 (stereo not given)	-6%	-2%	-1%	0%	0%[59 µM]	.	-12%	-3%	23%
COc1nc(OC)nc(N2CCC(NC(=O)C(Cc3ccc(C(C)C)cc3)NC(C)=O)CC2)n1 (stereo not given)	15%	-7%	-5%	4%	?	-3%	-14%	2%	1%
COc1cc(OC)c(NC(=O)c2c(C)nn(-c3ccc(C)cc3)c2-n2cccc2)cc1Cl	48%[activator]	-9%	-5%	-35%	-18%[59 µM]	.	-6%	-24%	-14%
O=C(COC(=O)c1cnccn1)Nc1cccc(F)c1	11%	15%	.	.	.	28%	-13%	-2%	.
CCc1cc2c(=O)[nH]c(Cc3ccccc3)nc2s1	8%	-14%	1%	8%	?	-1%	-7%	-17%	-5%
COc1ccc(NC2=CC(=O)CC(c3ccccc3)C2)cc1 (stereo not given)	67%[activator]	1%	-2%	-16%	12%	?	-19%	-4%	-2%
CCC(=O)OCCCCCCOc1ccc(C(=O)O)cc1	2%	-4%	2%	-5%	12%[59 µM]	6%	-3%	-12%	4%
CCOc1ncccc1C(=O)OCC(=O)c1cc(OC)c(OC)c(OC)c1	56%[activator]	-5%	-3%	2%	5%[12.7 µM]	0%	-27%	-6%	30%
